APOBEC3A inh: APOBEC3A ssDNA deaminase inhibitors, primary screen, selectivity assay for APOBEC3G inhibitor project, biochemical, FAM/TAMRA oligo cleavage fluorescence; AID 493011, 2011; recombinant A3A, FAM/TAMRA ssDNA deamination fluorescence; actives 0.41% (n = 330,000); inhibition, % at 20 µM;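 active = at least 40% inhibition at 20 µM here, with at most 30% in a related deaminase screen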;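 also: plate controls were A3A with DMSO for no effect and wells lacking A3A enzyme for full effect; some results filed as inactive read as strong as hits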
mIAP block: inhibitors of mouse IAP, primary screen, biochemical, luminescence, uHTS; intestinal alkaline phosphatase [Mus musculus]; purified mouse IAP, CDP-Star luminescence, 30 min; inhibition, % at 10 µM; actives 0.2% (n = 330,000);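 active = inhibition of at least 40% at 10 µM in the primary screen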;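 also: plate controls were DMSO with enzyme for no effect and no enzyme wells for full effect; values of inactives mirror those of a sister screen read the other way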
APOBEC3G inh: APOBEC3G DNA deaminase inhibitors, primary screen, biochemical, fluorescence, single-stranded DNA substrate, uHTS; DNA dC->dU-editing enzyme APOBEC-3G (Homo sapiens), Q9HC16; actives 0.28% (n = 330,000); recombinant A3G, ssDNA deamination FAM/TAMRA fluorescence; inhibition, % at 20 µM; AID 493012, 2011;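 active = inhibition of at least 40% at 20 µM, with no more than 30% in the related APOBEC3A deaminase screen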;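 also: plate controls were DMSO wells with A3G for no effect and wells lacking A3G enzyme for full effect; some compounds called inactive have numbers as strong as hits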
Target sequence (Q9HC16 whole entry, looked up): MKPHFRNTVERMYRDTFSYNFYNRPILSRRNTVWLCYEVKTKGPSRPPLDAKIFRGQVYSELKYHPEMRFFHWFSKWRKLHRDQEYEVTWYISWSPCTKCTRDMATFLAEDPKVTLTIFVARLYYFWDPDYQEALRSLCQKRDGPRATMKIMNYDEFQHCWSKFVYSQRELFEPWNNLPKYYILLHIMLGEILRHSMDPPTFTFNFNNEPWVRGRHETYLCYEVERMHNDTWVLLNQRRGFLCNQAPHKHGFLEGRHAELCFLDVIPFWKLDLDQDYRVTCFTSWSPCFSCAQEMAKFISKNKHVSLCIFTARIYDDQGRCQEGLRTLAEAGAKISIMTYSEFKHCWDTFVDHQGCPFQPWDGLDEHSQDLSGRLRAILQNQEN
mIAP activ: activators of mouse IAP, primary screen, biochemical, luminescence, uHTS. intestinal alkaline phosphatase [Mus musculus]. muIAP, CDP-Star luminescence, 30 min; hits give high values; 1 = vehicle-only enzyme signal, 0 = enzyme-free wells. activation factor at 10 µM. actives 0.24% (n = 330,000). AID 2805, 2010;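 active = activation factor of at least 2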; also: the source names both 10 and 20 µM as test concentration; values of inactives mirror those of a sister screen read the other way
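also added = chemiluminescent substrate CDP-Star | test system = mouse IAP enzyme | signal = chemiluminescence readout | compound = DMSO-dissolved test compounds | incubation = 30 min at room temperature | benchmarks = DMSO wells, no-enzyme wells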
NR3A LBD binder: binders of NR3A ligand-binding domain, primary screen, biophysical, differential scanning fluorimetry, uHTS; NR3A LBD differential scanning fluorimetry, Tm shift; 0% = protein alone, 100% = glycine-bound protein; Glutamate receptor ionotropic, NMDA 3A (GRIN3A) ligand-binding domain; actives 2.5% (n = 340,000); Tm shift relative to glycine control, % at 25 µM;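 active = melting temperature shift of at least 10% of the positive control shift, at one fixed dose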
hIAP block: human IAP inhibitors, primary screen, biochemical, luminescence, uHTS; Intestinal-type alkaline phosphatase (Homo sapiens), P09923; purified IAP, CDP-Star luminescence, 30 min; inhibition, % at 10 µM; actives 0.12% (n = 330,000);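 active = inhibition reaching a set limit with compound at 10 µM in the primary screen, cut at about 35% in these data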;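 also: plate controls were DMSO wells with enzyme for no effect and no-enzyme buffer wells for full effect; values of inactives mirror those of a sister screen read the other way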
Target sequence (P09923 whole entry, looked up): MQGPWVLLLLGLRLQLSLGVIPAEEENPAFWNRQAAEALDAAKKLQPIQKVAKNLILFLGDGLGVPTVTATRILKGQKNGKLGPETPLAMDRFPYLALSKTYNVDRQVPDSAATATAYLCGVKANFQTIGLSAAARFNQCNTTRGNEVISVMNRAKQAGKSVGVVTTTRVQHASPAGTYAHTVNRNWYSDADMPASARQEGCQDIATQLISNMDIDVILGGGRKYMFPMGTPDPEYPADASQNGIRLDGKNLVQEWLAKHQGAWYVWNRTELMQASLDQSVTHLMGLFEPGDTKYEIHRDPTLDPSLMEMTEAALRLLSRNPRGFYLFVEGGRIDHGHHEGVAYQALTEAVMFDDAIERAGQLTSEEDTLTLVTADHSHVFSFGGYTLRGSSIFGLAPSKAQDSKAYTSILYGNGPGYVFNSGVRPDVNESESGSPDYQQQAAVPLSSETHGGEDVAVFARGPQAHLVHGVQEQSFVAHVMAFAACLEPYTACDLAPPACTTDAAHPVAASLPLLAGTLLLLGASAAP
MPTP block: mitochondrial permeability transition pore inhibitors, primary screen, biochemical, isolated mouse mitochondria, absorbance; Ca2+ swelling absorbance, 30 min; inhibition, % at 10 µM; actives 1.4% (n = 360,000); AID 602449, 2012;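 active = inhibition of 50% or more, scaled per plate between neutral and stimulator controls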;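 also: 0% = DMSO wells given calcium and 100% = 1 mM EGTA wells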
hIAP act: human IAP activators, primary screen, biochemical, luminescence, uHTS; Intestinal-type alkaline phosphatase (Homo sapiens), P09923; purified human IAP, CDP-Star luminescence, 30 min; hits give high values; 1 = vehicle-only enzyme, 0 = enzyme-free background; activation factor at 10 µM; actives 0.16% (n = 330,000);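 active = activation factor of the enzyme at least 2-fold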; also: the source names both 10 and 20 µM as test concentration; values of inactives mirror those of a sister screen read the other way
beta cell repl: inducers of MIN6 beta-cell proliferation, primary screen, ATP luminescence, uHTS | MIN6 cells proliferation, ATPlite luminescence, 48 h; cells starved in 0.2% serum; 100% = growth in 10% serum | proliferation, % at 10 µM | actives 0.29% (n = 330,000) | AID 2380, 2010;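 active = compounds whose signal lies at least 3.5 SD above the mean of all wells on their plate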;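 also: 0% = DMSO-treated cells in low-serum medium and 100% = 10% serum control; some compounds called inactive have numbers as strong as hits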
An asterisk follows results filed as active; . = not tested or not shown.

Fields: APOBEC3A inh	mIAP block	APOBEC3G inh	mIAP activ	NR3A LBD binder	hIAP block	MPTP block	hIAP act	beta cell repl
COc1cc(NC(C(=O)Nc2cccc(C(C)=O)c2)c2ccccc2)cc(OC)c1OC (centres undefined)
 : 0.1	-2.8	-5.7	1.03	-3.9	7.0	-8.9	0.93	0.0
Cc1ccc(NCC(=O)c2ccc([N+](=O)[O-])cc2)cc1
 : -6.8	6.1	-13.9	0.939	-0.9	6.2	2.9	0.938	-3.4
Nc1cc(C(=O)c2ccccc2)ccc1N1CCOCC1
 : -1.7	10.3	-2.7	0.897	0.8	4.7	1.1	0.953	-0.5
COc1cccc2sc(NN)nc12
 : -3.3	4.1	-2.9	0.959	-0.6	-7.7	0.5	1.08	-0.2
C/C(=N\OC(=O)c1ccc(F)cc1)c1nccs1
 : -2.3	-7.6	-3.4	1.08	0.4	-2.9	2.2	1.03	-2.9
Nc1nnc(SCCCOc2ccc(F)cc2)s1
 : -1.7	9.7	0.3	0.903	0.9	-10.0	0.3	1.1	-1.5
C=CCn1c(CCNC(=O)c2cccs2)nnc1SCC(=O)Nc1cccc(F)c1
 : 2.6	2.9	-6.4	0.971	0.4	9.1	0.0	0.909	-2.1
COc1cccc(C2=CC(c3cc(OC)ccc3OC)n3nnnc3N2)c1 (centres undefined)
 : -4.1	-3.2	1.6	1.03	-1.2	-9.3	1.3	1.09	-3.0
Cc1nn(CC(=O)OCC(=O)NC(C)c2ccccc2)c(C)c1[N+](=O)[O-] (centres undefined)
 : -2.2	5.1	-3.1	0.949	-1.0	8.9	1.1	0.91	-3.7
CC1CC(=O)Nc2ccccc2N1S(=O)(=O)c1ccc(Cl)cc1 (centres undefined)
 : -4.7	-2.3	-12.0	1.02	-0.7	-4.4	3.5	1.04	-0.5
O=C(CCNC(=O)C1CCN(S(=O)(=O)c2ccccc2)CC1)NCc1ccccn1
 : -1.9	-3.9	-5.1	1.04	-0.2	8.0	-0.1	0.92	2.5
CS(=O)(=O)c1ccc(C(=O)OCC(=O)Nc2cccnc2Cl)cc1[N+](=O)[O-]
 : 0.3	-0.6	-2.4	1.01	-0.8	-6.0	-0.9	1.06	-6.1
O=C(CNc1cccc(C(F)(F)F)c1)N/N=C/c1cccc(Br)c1
 : -0.8	7.9	-1.2	0.921	28.6*	4.6	15.8	0.954	-1.5
Cc1cc(C)cc(N(C(=O)c2csnn2)C(C(=O)NC(C)(C)C)c2cccs2)c1 (centres undefined)
 : 67.6*	-8.0	-3.5	1.08	.	-1.2	-1.3	1.01	-2.6
COc1ccc(OC)c(C2=NO[C@@](CC(=O)O)(C(=O)Nc3ccc4c(c3)OCCO4)C2)c1
 : 11.7	-2.7	-9.1	1.03	0.6	11.4	-0.2	0.886	-1.4
CCc1c(C)nc2ncnn2c1N1CCCC(C(=O)NCCc2ccccc2)C1 (centres undefined)
 : 7.1	-10.1	-1.5	1.1	-0.2	-20.1	-3.0	1.2	-1.6
Cc1ccccc1NC(=O)c1ccccc1
 : -2.4	-15.0	-3.7	1.15	0.2	13.4	-2.2	0.866	-0.8
CCOC(=O)N1CCN(C(=O)C2CCN(S(=O)(=O)c3ccc(OC)cc3)CC2)CC1
 : -1.5	8.1	-5.8	0.919	1.9	-12.2	-3.9	1.12	-2.7
Fc1ccc2c(c1)C1C=CCC1C(c1cc3c(cc1Br)OCO3)N2 (centres undefined)
 : 2.5	-10.6	2.1	1.11	-8.5	20.7	2.8	0.793	-5.5
CC1CC(C)CN(C(=O)c2ccc(NC(=O)c3ccc(=O)[nH]c3)cc2)C1 (centres undefined)
 : -3.0	0.6	-10.1	0.994	0.4	-0.3	-0.9	1	0.2
CCN1CCN(c2cc(C)c3cc(NC(=O)Cc4ccccc4OC)ccc3n2)CC1
 : 2.9	-2.2	2.0	1.02	0.0	-3.4	1.1	1.03	-3.2
Nn1cc(-c2ccccc2)nc1SCC(=O)NCCc1ccccc1
 : 4.5	3.3	-9.8	0.967	0.0	-1.2	-1.8	1.01	0.3
O=C(NCC#CCSc1nnc(-c2cccc3ccccc23)o1)c1cccs1
 : -1.2	-5.0	0.0	1.05	.	-37.9	.	1.38	-4.7
Cc1csc(SCC(=O)NC(C)c2ccc(F)cc2)n1 (centres undefined)
 : -3.2	-0.3	-2.7	1	-0.9	0.9	-4.3	0.991	1.2
CC(C)CCn1nnnc1C(c1ccc(F)cc1)N1CCN(C(=O)c2ccco2)CC1 (centres undefined)
 : 0.4	4.2	0.8	0.958	-2.2	5.8	0.1	0.942	0.0
CC(CCc1ccccc1)NC(=O)CSc1ccccc1 (centres undefined)
 : 1.1	-1.1	-1.1	1.01	-0.2	-13.7	0.6	1.14	2.0
COc1ccc(NC(=O)c2oc3cc(C)c(C)cc3c2C)c(OC)c1
 : -6.1	4.6	-9.8	0.954	-0.3	5.8	2.7	0.942	-0.2
Cc1noc(C)c1COC(=O)c1cccnc1SCC(=O)Nc1ccc2c(c1)OCO2
 : -0.3	2.3	-4.3	0.977	0.0	-3.2	-0.4	1.03	-3.9
Cc1cccc(NC(=O)C2CCN(S(=O)(=O)c3cccc4nsnc34)CC2)c1
 : 2.3	-5.8	-3.7	1.06	1.3	4.8	1.1	0.952	0.9
Cc1ccc(S(=O)(=O)CCC(=O)OCc2nnc(-c3ccccc3Br)o2)cc1
 : 5.3	2.6	-4.0	0.974	-1.0	-6.7	0.7	1.07	-5.9

The final 2 records of the section before open the next one.
Fields: APOBEC3A inh	mIAP block	APOBEC3G inh	mIAP activ	NR3A LBD binder	hIAP block	MPTP block	hIAP act	beta cell repl
Cc1cccc(NC(=O)C2CCN(S(=O)(=O)c3cccc4nsnc34)CC2)c1
 : 2.3	-5.8	-3.7	1.06	1.3	4.8	1.1	0.952	0.9
Cc1ccc(S(=O)(=O)CCC(=O)OCc2nnc(-c3ccccc3Br)o2)cc1
 : 5.3	2.6	-4.0	0.974	-1.0	-6.7	0.7	1.07	-5.9
O=C(O)C(F)(F)S(=O)(=O)O
 : 1.2	2.7	-0.8	0.973	1.1	2.8	2.2	0.972	-1.6
O=C(NC1CCSc2ccccc21)c1ccc(C(F)(F)F)cc1 (centres undefined)
 : -2.2	1.7	-12.4	0.983	0.8	9.9	0.2	0.901	2.4
CCN(C(=O)c1ccc(S(=O)(=O)N(C)C)cc1)C(C)C(=O)Nc1ccc(C)cc1 (centres undefined)
 : 0.3	0.3	-4.9	0.997	-0.7	1.9	1.2	0.981	-0.8
C=CCn1c(C(C)(C)C)nc2ccccc21
 : 5.5	-2.3	-4.7	1.02	0.1	-10.8	-1.2	1.11	0.3
Cn1c(=O)c2c(nc(Sc3ccccc3N)n2C)n(C)c1=O
 : 4.0	9.3	-1.0	0.907	0.8	9.2	0.4	0.908	-0.5
CC1=NN(C2=NS(=O)(=O)c3ccccc32)C(C)(O)C1 (centres undefined)
 : -3.9	2.2	-6.9	0.978	2.1	-24.2	-0.4	1.24	-2.8
CCOC(=O)c1sc(=NC(=O)c2ccccc2)n(C)c1C
 : 3.5	5.5	-9.6	0.945	0.0	1.3	1.8	0.987	-1.5
O=C(NC(=S)Nn1cnc2c(cnn2-c2ccccc2)c1=O)c1ccccc1
 : -0.4	25.3	1.2	0.747	-9.9	18.6	1.0	0.814	0.0
CSc1nc2sc3c(c2c2nnnn12)CCCC3
 : -1.9	2.8	-4.9	0.972	-3.0	11.5	0.2	0.885	1.3
CCN(CC)S(=O)(=O)c1ccc(N2CCOCC2)c(NC(=O)c2[nH]c(C)c(C(C)=O)c2C)c1
 : -0.6	-13.3	-3.7	1.13	0.3	-8.1	-0.7	1.08	-4.0
Cn1c(SCC(=O)Nc2ccc(Cl)cc2)nc(O)cc1=O
 : 4.4	7.1	8.8	0.929	2.9	7.8	3.1	0.922	-3.3
O=C(C1=C[C@@H](c2ccc(Br)cc2)C[C@@H](OCCCCO)O1)N1CCN(Cc2ccccc2)CC1
 : -0.4	2.5	5.5	0.975	-1.1	7.3	-0.2	0.927	-6.8
COc1ccccc1-c1nnc(SCCN2CCOCC2)n1-c1ccc(C)cc1
 : 3.1	3.1	1.4	0.969	-2.2	2.8	1.1	0.972	0.0
COc1cc(/C=N/NC(=O)CCn2nnc3ccccc32)ccc1O
 : -2.7	8.5	-6.1	0.915	-1.9	-4.0	2.4	1.04	-0.3
CN1CCN(c2oc(-c3ccccc3)nc2S(=O)(=O)c2ccc(Br)cc2)CC1
 : -1.3	-15.2	12.3	1.15	2.9	12.1	0.9	0.879	-2.4
O=C(CNS(=O)(=O)/C=C/c1ccccc1)OC1CCOC1=O (centres undefined)
 : 0.1	3.2	-1.9	0.968	1.0	-14.5	-1.3	1.15	1.4
CCOC(=O)NC(=O)CN1C(=O)NC2(CCc3ccccc32)C1=O (centres undefined)
 : 0.7	9.4	-10.2	0.906	-0.8	8.8	-0.7	0.912	-1.1
CN(C)C(=O)CSc1nnc(CCNC(=O)OC(C)(C)C)o1
 : -2.5	8.0	-7.6	0.92	-1.3	20.7	-0.5	0.793	-3.7
CCOc1ccc(S(=O)(=O)N(CC)CC(=O)N2CCCC2)cc1
 : -6.0	-3.2	-6.5	1.03	-3.8	12.1	-0.4	0.879	-0.9
Fc1ccc2c(c1)[C@H]1OCC[C@H]1[C@@H](c1ccco1)N2
 : -3.2	6.7	-3.8	0.933	1.4	2.5	2.3	0.975	2.2
Cc1cccc(C)c1OCc1cc(C(=O)NC2CCC2)no1
 : -2.7	1.4	-3.2	0.986	0.9	17.2	1.1	0.828	-2.8
COC(=O)c1cc2sccc2n1Cc1nc(-c2ccc(OC)cc2)oc1C
 : 3.0	-0.8	9.8	1.01	-3.5	-10.4	3.4	1.1	-4.6
CCc1nc(C)cc(N)c1OCc1ccccc1
 : -4.4	-11.2	-5.3	1.11	0.4	-12.0	1.9	1.12	-2.1
Cc1cc(C)c(NC(=O)CSc2ccc(-c3ccccn3)nn2)c(C)c1
 : -2.2	-9.0	-11.7	1.09	-1.2	12.9	-1.4	0.871	-1.9
COCC1CCCN(C(=O)c2cc(COc3cccc4cccnc34)on2)C1 (centres undefined)
 : 1.8	0.4	-2.9	0.996	-0.8	-10.6	-0.7	1.11	-1.3
COc1ccc(S(=O)(=O)N2CCOCC2)cc1NC(=O)c1ccc(=O)[nH]c1
 : -5.3	4.5	-9.7	0.955	-0.1	10.9	-2.5	0.891	7.4
O=C(Nc1nc(-c2cccnc2)cs1)c1ccc(S(=O)(=O)N2CCOCC2)cc1
 : -4.0	11.2	0.7	0.888	0.4	1.8	-0.1	0.982	-3.4
COc1cc(C(=O)Nc2ccc(S(=O)(=O)NC(C)C)cc2)cc(OC)c1OC
 : 0.4	3.0	-5.2	0.97	-0.5	22.4	-3.0	0.776	-0.9
CCN(CC)CCN(C(=O)c1ccc(S(=O)(=O)N(C)C2CCCCC2)cc1)c1nc2c(C)cccc2s1
 : -2.1	5.4	-6.4	0.946	0.8	7.8	1.1	0.922	1.1
